# M5 antag = blocks acetylcholine activation of human M5 receptor. inhibition, % at 3 µM. hit rate 0.59% among 360,000. CHO-hM5 cells, Fluo-8 calcium fluorescence, ACh EC80;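 active = inhibition above a per-plate cutoff, the mean of that plate's test compounds plus 3 SD, cut at about 27% in these data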;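 note: 0% = acetylcholine EC80 with DMSO and 100% = DMSO without agonist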
# M1 PAM parental = M1 PAM counterscreen hit in parental CHO-K1 cells; activation, % at 3 µM; AID 602247; hit rate 0.02% among 360,000; ATP EC20, Fluo-8 calcium fluorescence; 0% at ATP EC20, 100% at ATP max;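 active = activation above the run cutoff, the mean activation of all test compounds plus 3 SD, cut at about 40% in these data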;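 note: peak over basal fluorescence ratio in a 140 s read after ATP addition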
# TAAR1 ag = agonists of human TAAR1. CHO RD-HGA16 TAAR1, Fluo-8 calcium fluorescence; vehicle wells 0%, saturating PEA agonist 100%. hit rate 0.99% among 360,000. Q96RJ0. activation, % at 3 µM;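 active = activation above the mean activation of all test compounds in the run plus 3 SD, cut at about 38% in these data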
# Target sequence (Q96RJ0 whole entry, looked up): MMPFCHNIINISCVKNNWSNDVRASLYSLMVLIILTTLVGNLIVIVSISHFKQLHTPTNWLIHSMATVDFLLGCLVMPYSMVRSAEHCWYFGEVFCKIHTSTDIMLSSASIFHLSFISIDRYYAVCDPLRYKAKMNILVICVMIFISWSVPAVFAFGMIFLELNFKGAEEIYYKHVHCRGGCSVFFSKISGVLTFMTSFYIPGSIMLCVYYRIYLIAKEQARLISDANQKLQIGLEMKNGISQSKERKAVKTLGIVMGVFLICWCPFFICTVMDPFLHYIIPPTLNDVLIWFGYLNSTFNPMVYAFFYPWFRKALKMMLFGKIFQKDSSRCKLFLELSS
#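 Assay system – CHO-derived RD-HGA16 cells with stable Gα16 and human TAAR1 · Compound dosing – one-point dosing at 3 µM (nominal) · Incubation – 17-24 h seeding, 75 min 37 °C dye, 30 min RT · Measured by – kinetic Fluo-8 calcium fluorescence · Control set – DMSO vehicle as 0%, PEA at EC100 as 100% · Repeats – single well for each compound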
# CRFBP-R2 block = antagonists of CRF-binding protein/CRF-R2 receptor complex. inhibition, % at 11.8 µM. hit rate 0.59% among 350,000. HEK293 CRF-R2/CRF-BP, CRF-induced calcium fluorescence;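 active = inhibition of the ligand-induced calcium signal above about 50% at the single tested concentration, limit read from the data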
# CHRM5 PAM = positive allosteric modulators of human muscarinic M5 receptor; AID 624038; activation, % at 3 µM; hit rate 0.3% among 360,000; CHO-K1 hM5, Fluo-8 calcium, ACh EC20 PAM; 0% = ACh EC20, 100% = ACh EC100;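 active = activation above the run cutoff, the mean activation of all test compounds plus 3 SD, cut at about 18% in these data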
#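 System: CHO-K1 hM5 cells. Reagent: acetylcholine, EC20 level. Compound dosing: single dose, 3 µM nominal final test concentration. Timing: Post-acetylcholine fluorescence recording 140 s. Detection: Fluo-8 calcium fluorescence. Read-out: % activation, ACh-normalized. Benchmarks: ACh EC20 and EC100 wells. Repeats: singlicate, one well per test compound.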
# M4 PAM = CHRM4 positive allosteric modulation; P08173; activation, % at 3 µM; CHO-K1 hM4/Gqi5, Fluo-8 calcium fluorescence, ACh EC20; 0% = ACh EC20, 100% = maximal ACh; hit rate 0.4% among 360,000;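 active = activation above its plate's cutoff, the mean activation of sample wells plus 3 SD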; note: some results filed as inactive read as strong as hits
# Target sequence (P08173 whole entry, looked up): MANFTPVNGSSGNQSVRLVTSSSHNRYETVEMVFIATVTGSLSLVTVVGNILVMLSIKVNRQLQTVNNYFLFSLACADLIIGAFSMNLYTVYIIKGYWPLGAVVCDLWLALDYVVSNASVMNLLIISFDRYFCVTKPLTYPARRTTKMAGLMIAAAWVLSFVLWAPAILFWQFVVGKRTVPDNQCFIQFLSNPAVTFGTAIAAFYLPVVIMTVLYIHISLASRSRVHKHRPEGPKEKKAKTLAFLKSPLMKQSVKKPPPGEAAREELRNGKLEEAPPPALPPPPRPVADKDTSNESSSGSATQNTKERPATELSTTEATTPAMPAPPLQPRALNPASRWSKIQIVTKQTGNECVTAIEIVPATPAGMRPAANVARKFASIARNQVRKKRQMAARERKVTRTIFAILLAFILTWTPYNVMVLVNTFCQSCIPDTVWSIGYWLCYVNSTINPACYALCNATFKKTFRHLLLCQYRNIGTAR
# CHRM5 agonist = agonists of human muscarinic M5 receptor (CHRM5) | CHO-K1 hM5 cells, Fluo-8 calcium fluorescence; 0% DMSO wells, 100% maximal acetylcholine response | activation, % at 3 µM | hit rate 0.19% among 360,000 | AID 624037;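 active = activation above the run's mean over test compounds plus 3 SD, cut at about 23% in these data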;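 note: signal is peak over basal fluorescence ratio across the kinetic read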
# TAAR1 antagonist = antagonists of human TAAR1. inhibition, % at 3 µM. Q96RJ0. CHO RD-HGA16 TAAR1, Fluo-8 calcium fluorescence, antagonist. hit rate 1.5% among 360,000. AID 624466;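 active = inhibition above a per-plate cutoff, the mean inhibition of test compounds on that plate plus 3 SD, cut at about 49% in these data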;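 note: 0% = DMSO plus EC80 beta-PEA response and 100% = DMSO alone without agonist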
#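 Test system: RD-HGA16 CHO cells with stable hTAAR1 and Gα16 / Probe or stimulus: EC80 β-phenethylamine stimulus / Times: seeding 17-24 h prior, 75-min 37 °C, 30-min RT dye loading / Detection: Fluo-8 calcium-sensitive fluorescence / Read-out basis: % inhibition scaled between DMSO and EC80 PEA controls / Repeats: singlicate, one well per test compound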
# CRFR2-BP ag = CRF-BP/CRF-R2 complex agonism. hit rate 0.46% among 350,000. activation, % at 13.2 µM. AID 588473. HEK293 CRF-R2/CRF-BP, calcium dye fluorescence (FLIPR); percent of saturating CRF peptide response;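 active = activation of at least 50%, plus an integration ratio under a set limit after plate pattern correction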;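 note: plate controls were neutral control wells without compound for no effect and CRF at EC100 for full effect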
# * hit, by the source's call; x = no result given; & = joins results of further samples.
SMILES,M5 antag,M1 PAM parental,TAAR1 ag,CRFBP-R2 block,CHRM5 PAM,M4 PAM,CHRM5 agonist,TAAR1 antagonist,CRFR2-BP ag
CC(=O)c1cccc(S(=O)(=O)Nc2cccc(S(=O)(=O)NC3=NCCC3)c2)c1,3,6,1,12,-1,-1,-1,-25,-1.9
Cc1ccc(S(=O)(=O)N2CCC(=O)N(C(CO)C(C)C)CC2)cc1 (stereo not drawn),5,14,2,-4,7,4,0,2,-0.2
CC(C)Cn1c(SCC(=O)c2ccc(Cl)s2)nnc1-c1ccco1,5,25,7,2,-1,-2,-2,-6,-0.4
CC(C)n1ncc(C(N)=O)c1N,6,-4,3,-7,-3,1,-6,-4,-0.5
O=C(CNC(=O)c1ccccn1)N/N=C/c1ccc2c(c1)OCO2,5,1,0,-3,2,13,-2,15,0.9
CN1C(=O)CC(N2CCN(c3ccccc3)CC2)C1=O (stereo not drawn),0,0,8,-2,-2,8,-5,12,1.3
CCCN1C(=O)C(=O)N(CC(=O)N2c3ccccc3NC(=O)CC2C)C1=O (stereo not drawn),6,4,0,-7,-6,-2,-1,9,-1.0
NC(COCc1ccccc1)c1csc(Nc2nccc(C(F)(F)F)n2)n1 (stereo not drawn),0,17,15,x,-1,4,3,-17,x
COc1ccc(CNC(=O)C2CCC(CNc3c(N4CCOCC4)c(=O)c3=O)CC2)cc1 (stereo not drawn),10&-2,15&23,0&3,-2&9,9&-3,6&2,1&1,20&-27,1.2&0.0
Cc1[nH]c2ccccc2c1N=Nc1c(C)n(C)n(-c2ccccc2)c1=O,11,15,3,4,2,0,1,-2,1.9
COc1nccnc1NS(=O)(=O)c1ccc(NC(=O)c2ccccc2Br)cc1,-7,11,3,2,5,2,-3,-10,-0.4
Cc1ccc2[nH]cc(C(=O)NCc3cccs3)c(=O)c2c1,5,-15,11,-13,-9,0,3,11,-1.2

# Continued, starting with the last 2 of the part before.
SMILES,M5 antag,M1 PAM parental,TAAR1 ag,CRFBP-R2 block,CHRM5 PAM,M4 PAM,CHRM5 agonist,TAAR1 antagonist,CRFR2-BP ag
COc1nccnc1NS(=O)(=O)c1ccc(NC(=O)c2ccccc2Br)cc1,-7,11,3,2,5,2,-3,-10,-0.4
Cc1ccc2[nH]cc(C(=O)NCc3cccs3)c(=O)c2c1,5,-15,11,-13,-9,0,3,11,-1.2
CCOc1ccc(N/C(C)=C/C(=O)c2ccc(C)o2)cc1,7,2,8,8,1,13,-2,-2,1.1
O=C(Nc1nccs1)NC(C(F)(F)F)C(F)(F)F,3,-6,5,3,-9,-1,3,-3,2.2
CCOC(=O)c1cc2cc(-c3c(C(=O)OCC)oc4cc(O)cc(O)c4c3=O)ccc2o1,5,13,15,-53,-20,-6,1,17,-2.8
COc1ccc(C(=O)CN2C(=O)NC3(CCCc4ccccc43)C2=O)cc1 (stereo not drawn),2,12,6,-3,-4,5,3,0,-2.8
COc1cc(/C=C/C(=O)OCC(=O)Nc2cccc(F)c2)ccc1O,9,11,23,-6,-15,-1,2,6,0.9
COc1ccccc1S(=O)(=O)Cc1ccc(C(=O)NCC2CCCO2)o1 (stereo not drawn),14,9,1,-6,-9,-5,-1,-12,1.1
COCCNC(=O)c1cc2c(Br)ccc(Br)c2nc1N,-6,-2,1,x,-4,7,0,-4,x
CCOC(=O)c1cnc2c(Cl)cc(Cl)cc2c1NCCOCCO,-2,8,4,-9,-5,4,1,5,1.5
O=C(CSc1nc2ccccc2n1CC(=O)N1CCCCC1)N1CCCCC1,-3,-6,-3,2,2,6,-3,3,-0.2
COc1cc(NC2c3ncccc3C(=O)N2Cc2ccco2)cc(OC)c1 (stereo not drawn),6,9,2,-17,0,1,-1,0,-0.5
COc1ccc(-c2nc(=S)c3ccc4ccccc4c3[nH]2)cc1,8,-5,3,-8,1,-6,-2,-9,-1.6
O=C(CN(c1ccc2c(c1)OCCO2)S(=O)(=O)c1ccccc1)NCc1ccc(Cl)cc1,12,22,14,-18,-15,-25,4,75*,1.8
CN(C)CCNC(=O)c1onc(CSc2ccncc2)c1C(=O)NCCN(C)C,5,18,3,5,0,6,8,16,-2.4
Cc1ccccc1C(=O)NC1CCN(Cc2nnnn2Cc2ccccc2)CC1,-1,15,4,-5,-2,7,-3,-17,-0.6
CCOC(=O)c1ccc(N(C(=O)c2ccco2)C(C(=O)NC2CCCC2)c2ccncc2)cc1 (stereo not drawn),6,3,7,-1,5,2,-2,-62,0.5
Cn1ncc(Br)c1NC(=O)c1cc(Cl)cc(Cl)c1,2,16,x,-8,-2,7,-2,x,-1.1
O=C(NCc1ccccc1)c1nc[nH]c1C(=O)NCc1ccccc1,0,-4,9,-14,8,6,-3,-2,-0.3
COc1ccc(CNC(=O)CCSCc2ccccc2Cl)c(OC)c1,4,-3,2,15,-7,10,-4,-4,-3.1
CCN(CC)CCOC(=O)c1ccc(N/C=C(/C#N)c2nc(-c3ccc(OC)cc3)cs2)cc1,8,23,4,-3,-7,-18,-17,-6,-0.8
CCCCn1c2nc3ccccc3nc2c2c(=O)n(CCC)cnc21,0,-1,-3,0,-3,9,0,-20,1.5
CCOc1ccc(N2CC(C(=O)NCCCc3ccccc3)CC2=O)cc1 (stereo not drawn),0,20,-1,9,4,5,1,-20,0.2
COC(=O)c1ccc(OCc2nc(N)nc(N3CCOCC3)n2)cc1,8,8,1,-6,-10,2,-2,-11,-1.0
O=C(c1cc(-c2ccccc2O)on1)N1CCOCC1,9,-4,6,-2,-1,3,-1,-10,0.2
O=C(O)CSc1cc(C(=O)c2ccccc2O)cn2c(=O)c3c(-c4ccccc4)csc3nc12,2,3,-1,18,5,-4,0,-30,1.1
COc1ccc(NC(=O)[C@H](C)NC(N)=O)cc1S(=O)(=O)Nc1cc(C)ccc1Br,6,3,2,-1,4,-1,3,-28,-0.3
O=C1c2ccccc2C(=O)N1SC1CCCCC1,-2,18,29,7,3,14,10,0,4.7
Cc1ccc2[nH]c(=O)c3cc(C(=O)N(CCCOC(C)C)Cc4ccco4)sc3c2c1,2,11,1,-66,-7,6,1,44,5.6
Cc1nnc(N/N=C\c2ccc(-c3ccccc3[N+](=O)[O-])o2)n1N,1,18,2,-7,6,-2,5,-1,3.2
COc1ccc(C(=O)OCC(=O)NC(=O)CCSc2ccccc2)cc1,-8,11,7,-4,0,-6,-5,0,-1.6
Cc1ccc(-n2c(=O)c3cc4c(=O)n(-c5ccc(C)c(C)c5)c(=O)c4c(C(=O)c4ccc(C(=O)O)cc4)c3c2=O)cc1C,11,1,1,9,-5,7,2,-7,-1.0
CCSc1ccc2c(c1)N(CCCN1CCN(C)CC1)c1ccccc1S2,15,14,12,0,-16,-15,1,35,-0.1
CC1(C(=O)NS(=O)(=O)c2cccs2)CCN1C(=O)CCc1ccc(Cl)cc1Cl (stereo not drawn),13,8,1,x,-5,2,-1,-13,x
CN(CC(=O)N1CC=C(c2ccccc2)CC1)S(=O)(=O)c1ccc2c(c1)c(=O)n(C)c(=O)n2C,-10,21,3,-2,-2,9,-2,14,-1.6
O=C(CCCn1c(=S)[nH]c2cc3c(cc2c1=O)OCO3)NC1CC1,5,11,-1,11,-2,-3,-1,-1,-1.9
CC1=NN(C(=O)c2ccc(C)o2)C(O)(c2ccccc2)C1 (stereo not drawn),-9,21,0,-5,3,-8,-3,5,-0.8
CCc1ccc(/C=N/NC(=O)c2cc(-c3ccncc3)nc3ccccc23)s1,-4,23,-1,-26,0,-1,-1,17,7.1

# Molecules from the list above that have a furan ring, fused or not:
SMILES,M5 antag,M1 PAM parental,TAAR1 ag,CRFBP-R2 block,CHRM5 PAM,M4 PAM,CHRM5 agonist,TAAR1 antagonist,CRFR2-BP ag
CC(C)Cn1c(SCC(=O)c2ccc(Cl)s2)nnc1-c1ccco1,5,25,7,2,-1,-2,-2,-6,-0.4
CCOc1ccc(N/C(C)=C/C(=O)c2ccc(C)o2)cc1,7,2,8,8,1,13,-2,-2,1.1
CCOC(=O)c1cc2cc(-c3c(C(=O)OCC)oc4cc(O)cc(O)c4c3=O)ccc2o1,5,13,15,-53,-20,-6,1,17,-2.8
COc1ccccc1S(=O)(=O)Cc1ccc(C(=O)NCC2CCCO2)o1 (stereo not drawn),14,9,1,-6,-9,-5,-1,-12,1.1
COc1cc(NC2c3ncccc3C(=O)N2Cc2ccco2)cc(OC)c1 (stereo not drawn),6,9,2,-17,0,1,-1,0,-0.5
CCOC(=O)c1ccc(N(C(=O)c2ccco2)C(C(=O)NC2CCCC2)c2ccncc2)cc1 (stereo not drawn),6,3,7,-1,5,2,-2,-62,0.5
Cc1ccc2[nH]c(=O)c3cc(C(=O)N(CCCOC(C)C)Cc4ccco4)sc3c2c1,2,11,1,-66,-7,6,1,44,5.6
Cc1nnc(N/N=C\c2ccc(-c3ccccc3[N+](=O)[O-])o2)n1N,1,18,2,-7,6,-2,5,-1,3.2
CC1=NN(C(=O)c2ccc(C)o2)C(O)(c2ccccc2)C1 (stereo not drawn),-9,21,0,-5,3,-8,-3,5,-0.8

# More structures follow:
SMILES,M5 antag,M1 PAM parental,TAAR1 ag,CRFBP-R2 block,CHRM5 PAM,M4 PAM,CHRM5 agonist,TAAR1 antagonist,CRFR2-BP ag
CCOC(=O)CN1C(=O)C(=O)N(Cc2c(C)cc(C)cc2C)C1=O,-3,-4,0,10,0,-4,0,2,0.3
NC(=O)C1(N2CCCCC2)CCN(C(=O)c2cccn3c(=O)c4cc(Cl)ccc4nc23)CC1,8,14,9,-9,-1,3,1,0,-1.1
COCCn1nnnc1C(c1ccccc1OC)N1CCN(C(=O)c2ccco2)CC1 (stereo not drawn),14,-13,3,7,-3,-6,-1,-33,-1.0
CCc1nc2ccc(C(=O)NCc3ccccc3OC)cn2c1N(C)C(=O)Cc1ccccc1,7,13,1,x,-2,-1,0,-2,x

# A few values from the entries so far.
# TAAR1 ag result of `CCc1nc2ccc(C(=O)NCc3ccccc3OC)cn2c1N(C)C(=O)Cc1ccccc1` is entered as 1
# CRFR2-BP ag result of `COCCn1nnnc1C(c1ccccc1OC)N1CCN(C(=O)c2ccco2)CC1` (stereo not drawn) is entered as -1.0

# Source: PubChem
